Hsp90 Hop PPI: changes Hsp90-Hop TPR2A binding signal, up or down; Potency, µM (doses to about 57 µM), without a hit: top-dose activity change, negative = inhibition; AID 595; AlphaScreen TPR2A-His6 binding biotin-Hsp90 C-terminal peptide; 0.44% of 71,000 active; active means well fitted curve in either direction with a large enough effect; inconclusive means small, poorly fitted or top-dose-only effect, or another doubt; further: potency means the concentration at half of the fitted maximal effect; on the % scale 0 is the no-effect control and ±100 the full control effect; many of its hits are not listed in these tables
4MU fluor: 4-MU region autofluorescence. compound autofluorescence, 340/450 nm, 4-MU equivalents; hits give high values. max dye-equivalent concentration, M. 11% of 59,000 active; in the data active means max dye-equivalent concentration above about 10 nM; inconclusive means mostly about 1.1 nM to 9.6 nM
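Compounds in 100 mM Tris, pH 8.0, incubated 15 min at room temperature, then fluorescence read at 340 nm excitation/450 nm emission. Signal converted to 4-MU dye-equivalent concentration using an on-plate six-point 4-MU standard curve.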
ERK AVP block: blocks ERK signaling stimulated by vasopressin; HEK293-V1b, vasopressin-stimulated pERK AlphaScreen; Potency, µM (top dose mostly 57.5 µM), for inactives: at the top dose activity, negative = inhibition, hits mostly inhibitors; 0.99% of 72,000 active; further: potency means the concentration at half of the fitted maximal effect; on the % scale 0 is the no-effect control and ±100 the full control effect; nearly all actives have a fitted effect of over 55% in size
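HEK293 cells stably expressing V1b receptor, seeded overnight in 1% FBS, were treated with compounds for 30 min at 37C, then stimulated 5 min with 25 nM vasopressin; phospho-ERK read by AlphaScreen SureFire after lysis.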
HBB splice mod: modulators of hemoglobin beta chain splicing; HBB splicing reporter cell assay, activation; EGFP reporter with mutant IVS2-654 intron; response scale: normalised to 500 nM splice-correcting PNA; Potency, µM (doses to about 46.1 µM), for inactives: at the highest dose activation, usual class: activators; 0.06% of 65,000 active; AID 925; further: potency means the concentration at half of the fitted maximal effect; 0% is about no effect
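Compounds were applied for 2 days to HeLa EGFP-654 cells, 500/well in Optimem with 2% FCS. The reporter's EGFP is disrupted by mis-splicing of beta-globin intron IVS2-654. Readout: summed well GFP fluorescence from 488 nm laser scanning; reference was 500 nM antisense […] 654 PNA.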
Fluorescein autfl: compound fluoresces in the fluorescein spectral region; Compound autofluorescence, 480/540 nm, fluorescein-equivalent; hits give high values; max fluorescein-equivalent concentration, M; 0.91% of 59,000 active; AID 593; in the data active means max fluorescein-equivalent concentration above about 10 nM; inconclusive means between about 1.1 nM and that limit
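Values reflect compound autofluorescence, normalized to fluorescein on the same plate and reported at each tested concentration. Conditions: 100 mM Tris pH 8.0, room temperature, 15 min, excitation 480 nm, emission 540 nm.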
GFP derepression: epigenetic modulators derepressing GFP locus in mouse cells; mouse C127i GFP locus derepression, cytometry, 30 h; Potency, µM (series often up to 46.1 µM), inactives show at the top dose GFP derepression (activation); 0.09% of 68,000 active; further: % of control where 0% means no effect
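Read-out is the number of GFP-positive cells, scored as fluorescent objects 20 to 120 um wide, reflecting derepression of a silenced CMV-GFP reporter in murine C127i cells after 30 h compound exposure at 37 C.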
Texas Red fluor: compounds fluorescent in Texas Red spectral region | Compound fluorescence, Texas Red channel, 547/618 nm; hits give high values | max dye-equivalent concentration, M | 0.06% of 59,000 active; in the data active means max dye-equivalent concentration above about 10 nM; inconclusive means between about 1.1 nM and that limit
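Dye-equivalent concentrations come from scaling compound signal (ex 547, em 618 nm) to six Texas Red standard concentrations run on every plate, after 15 min room-temperature incubation in pH 8.0 Tris (100 mM).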
Luciferase inh: blocks Photinus pyralis firefly luciferase activity | purified firefly luciferase, luminescence, 8 min | Potency, µM (series often up to 57.1 µM), for the others: at the top dose activity change, negative = inhibition, usual class: inhibitors | 2.2% of 72,000 active; further: potency means the concentration at half of the fitted maximal effect; on the % scale 0 is the no-effect control and ±100 the full control effect; nearly all actives have a fitted effect of over 40% in size
Target sequence (P08659 whole entry, looked up): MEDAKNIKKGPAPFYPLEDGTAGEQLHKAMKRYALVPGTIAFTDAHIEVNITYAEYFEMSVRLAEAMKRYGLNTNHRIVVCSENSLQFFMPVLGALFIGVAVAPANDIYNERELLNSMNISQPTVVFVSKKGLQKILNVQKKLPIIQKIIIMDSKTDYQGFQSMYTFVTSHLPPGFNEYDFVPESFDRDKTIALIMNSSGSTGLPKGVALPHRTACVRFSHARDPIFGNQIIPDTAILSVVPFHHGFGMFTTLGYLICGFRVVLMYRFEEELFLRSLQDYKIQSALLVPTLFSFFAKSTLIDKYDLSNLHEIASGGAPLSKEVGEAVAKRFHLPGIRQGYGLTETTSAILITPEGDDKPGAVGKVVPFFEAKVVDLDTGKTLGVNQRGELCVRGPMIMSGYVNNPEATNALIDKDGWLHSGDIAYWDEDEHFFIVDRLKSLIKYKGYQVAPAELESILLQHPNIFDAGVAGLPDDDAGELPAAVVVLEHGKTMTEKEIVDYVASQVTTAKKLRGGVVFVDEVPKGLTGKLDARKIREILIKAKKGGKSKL
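Titration-based qHTS; buffer 50 mM imidazole pH 7.2, 50 mM KCl, 7 mM MgCl2, 10 uM ATP, 0.01% Tween 20, 0.05% BSA; luciferase/luciferin detector mix added after compound; 8 min, ambient; luminescence.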
CRE-bla Fsk: alters forskolin-stimulated CRE reporter signaling in CHO cells; Potency, µM (highest dose often 38.2 µM), for the others: at the highest dose activity change, negative = inhibition, actives largely listed as activators; 2.5% of 71,000 active; CHO CRE-bla reporter (cAMP response element driving beta-lactamase), forskolin EC10, beta-lactamase ratio; active means well fitted activation curve with a large enough effect in the signal ratio, with a control signal flat, not every such curve was filed as active; inconclusive means small, poorly fitted or top-dose-only effect, or effect the other way, or a change in a side signal; the % refers to the signal ratio; further: potency means the concentration at half of the fitted maximal effect; % of control where 0% means no effect
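Forskolin analogue NKH 477 at EC10 stimulated CRE-driven beta-lactamase in CHO cells alongside compound dilution series. Beta-lactamase was measured with CCF4, excitation 405 nm, emission ratio 460/530 nm.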
UbGFP stabilizer: inhibits proteasome, raising ubiquitin-GFP reporter fluorescence; AID 526; Ubiquitin-GFP reporter cells, proteasome inhibition, GFP fluorescence; response scale: untreated = 0%, 10 µM MG-132 = 100%; 67,000 tested, under 10 active; Potency, µM (highest dose often 45.9 µM), inactives show at the highest dose activation (GFP accumulation), actives largely listed as activators; active means well fitted activation curve with a large enough effect, not every such curve was filed as active; inconclusive means small, poorly fitted or top-dose-only effect, or another doubt; inactive means no such curve, though single readings can be large or run the other way; further: potency means the concentration at half of the fitted maximal effect
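U2OS cells expressing ubiquitin(G76V)-GFP, seeded overnight in 0.5% FBS medium, then treated 4 hr at 37 C across 46 uM to 2.9 nM. GFP-positive cells counted by laser cytometry (488 ex/515 em); %activity scaled between basal and 10 uM MG-132.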
A350 autofl: compound fluoresces in the Alexa 350 spectral region. Compound autofluorescence, 340/450 nm, Alexa 350 dye-equivalents; hits give high values. max dye-equivalent concentration, M. 11% of 59,000 active; in the data active means max dye-equivalent concentration above about 10 nM; inconclusive means mostly about 1.1 nM to 9.6 nM
Numbers without * were called inactive; i = inactive; ? = inconclusive; · = no result given; & = joins results of further samples; ! = not active in a repeat; [ ] = dose if it differs, or a comment. Unless noted, the call rests on the fitted dose curve; in most records, active means well fitted curve in the direction sought with a large enough effect; inconclusive means small, poorly fitted or top-dose-only effect, or another doubt; inactive means no such curve, though single readings can be large; an effect the other way counts as inactive or inconclusive. An excerpt, so the mix of outcomes need not match the whole.

SMILES,Hsp90 Hop PPI,GFP derepression,4MU fluor,Luciferase inh,CRE-bla Fsk,UbGFP stabilizer,A350 autofl,Texas Red fluor,HBB splice mod,ERK AVP block,Fluorescein autfl
COC(=O)C1=COC(C)C2CN3CCc4c([nH]c5ccccc45)C3CC12 (stereo unspecified),-11%,5%,·,3%,-4%,6%,·,·,4.6%,-10%,·
COC(=O)c1ccc(CN(Cc2ccc(C(=O)OC)o2)C(C)(C)C)o1,0%,-1%,i,-2%,8%,1%,i,i,-0.6%,11%,i
O=C(c1cccs1)c1no[n+]([O-])c1C(=O)c1cccs1,-2%,0%,i,-3%,?,-10%,i,i,5.0%,5µM*,i
Cc1cccc(C2Nc3ccccc3C(=O)N2c2ccccc2)n1 (stereo unspecified),-2%,2%,·,3%,-3%,21%,·,·,0.8%,-21%,·
Cc1cc(C)c2[nH]c(=O)c(C(c3nnnn3Cc3ccc4c(c3)OCO4)N3CCCC3)cc2c1 (stereo unspecified),-13%,3%,i,-1%,-8%,4%,i,i,·,-30%,i
CCn1c(COc2ccccc2C(N)=O)nc2ccccc21,-1%,4%,i,-7%,0%,-7%,i,?,-0.3%,-10%,i
COc1ccc(NC(=O)C2CCN(S(=O)(=O)c3cccnc3)CC2)cc1Cl,-3%,-2%,·,0%,3%,-9%,·,·,-1.1%,12%,·
O=C(OC1CCc2ccccc2C1=O)c1ccccc1O (stereo unspecified),21%,5%,i,-23%,?,17%,i,i,3.2%,-18%,i
O=C(NC1CCCCC1)NC1CC2CCC(C1)N2C(=O)NC1CCCCC1 (stereo unspecified),-1%,-1%,?,0%,0%,-6%,?,i,·,-7%,i
CCc1ccc(NC(=O)CSc2nc3ccccc3c(=O)n2CCN2CCOCC2)cc1,-7%,5%,i,0%,1%,-3%,i,?,-1.8%,-2%,i
CCOc1cc(/C=N/n2cnnc2)ccc1OCC(=O)Nc1ccccc1OC,-5%,-2%,·,1%,?,-17%,·,·,0.8%,-27%,·
Cc1ccc(NC(=O)N(Cc2cc3cc(C)cc(C)c3[nH]c2=O)CC2COCCO2)cc1 (stereo unspecified),-5%,1%,i,0%,-5%,-4%,?,?,-2.6%,-17%,i
CC1(C)S[C@@H]2[C@@H](NC(=O)[C@@H](N)c3ccccc3)C(=O)N2[C@H]1C(=O)O,-8%,0%[9.22 µM],4.4e-08M*,2%[11.4 µM],-12%,0%,4.4e-08M*,i,·,·,i
O=C(Nc1cc(C(F)(F)F)ccc1N1CCOCC1)c1cccnc1,-6%,2%,i,0%,15%,-2%,i,?,-0.4%,-19%,i
Cc1cccc(C)c1NC(=O)CSCC(=O)O,2%,-1%,i,1%,?,3%,i,i,-1.4%,3%,?
O=c1c2c3nc4ccccc4nc3n(/N=C/c3ccco3)c2ncn1CCC1=CCCCC1,0%,0%,?,0%,?,·,1.1e-08M*,i,4.9%[0.369 µM],?,?
COc1ccc(C2=NOC(C(=O)NCCN3CCOCC3)C2)cc1 (stereo unspecified),-3%,-2%,i,1%,?,2%,i,i,-3.9%,18%,i
CCOc1ccc2cc(C#N)c(SCC(=O)OC)nc2c1,0%,3%,3.7e-08M*,?,-1%,1%,3.1e-08M*,i,·,6%,i
O=C(NCc1ccco1)c1ccc2c(c1)C(=O)c1ccccc1-2,-8%,-2%,i,-7%,?,-1%,i,?,0.7%,-20%,i
O=C1c2ccccc2C(O)N1CCN1CCOCC1 (stereo unspecified),-1%,-3%,·,-7%,-2%,8%,·,·,-0.1%,-7%,·
O=S(N1CCCCCC1)C12CC3CC(CC(C3)C1)C2 (stereo unspecified),-3%,-2%,·,0%,6%,19%,·,·,-1.0%,-10%,·
COc1ccc(C(c2nnnn2CC2CCCO2)N2CCN(c3ccc(F)cc3)CC2)cc1 (stereo unspecified),-7%,5%,i,1%,-10%,2%,i,?,·,-1%,i
N#Cc1nc(Cc2ccccc2)oc1NCc1cccnc1,-3%,-2%,i,-2%,?,?,i,i,5.4%[1.84 µM],-8%,?
COc1ccc(CNc2ccnc(-c3ccc(C(=O)N(C)C)cc3)n2)c(OC)c1,-1%,-3%[9.22 µM],i,1%[2.29 µM],?,-2%,i,i,-0.2%,4%,i
Cc1cc(NC(=O)Nc2ccc3c(ccn3C)c2)sn1,-9%&-8%,-1%&4%,i,32µM*!,-18%&-3%,2%&-3%,i,i,1.5%,?,?

Structural class, the compounds so far with a furan ring, fused or not (3)
SMILES,Hsp90 Hop PPI,GFP derepression,4MU fluor,Luciferase inh,CRE-bla Fsk,UbGFP stabilizer,A350 autofl,Texas Red fluor,HBB splice mod,ERK AVP block,Fluorescein autfl
COC(=O)c1ccc(CN(Cc2ccc(C(=O)OC)o2)C(C)(C)C)o1,0%,-1%,i,-2%,8%,1%,i,i,-0.6%,11%,i
O=c1c2c3nc4ccccc4nc3n(/N=C/c3ccco3)c2ncn1CCC1=CCCCC1,0%,0%,?,0%,?,·,1.1e-08M*,i,4.9%[0.369 µM],?,?
O=C(NCc1ccco1)c1ccc2c(c1)C(=O)c1ccccc1-2,-8%,-2%,i,-7%,?,-1%,i,?,0.7%,-20%,i

Other results
SMILES,Hsp90 Hop PPI,GFP derepression,4MU fluor,Luciferase inh,CRE-bla Fsk,UbGFP stabilizer,A350 autofl,Texas Red fluor,HBB splice mod,ERK AVP block,Fluorescein autfl
CC1(C)CC(=O)NC=C(c2ccccc2)C1,0%,1%,i,-2%,11%,-3%,i,i,-0.6%,5%,i
CCOC(=O)Cc1cc(=O)c2c(=O)n(-c3ccccc3)[nH]c2[nH]1,-3%,0%,i,-1%,12%,·,i,i,0.5%[0.369 µM],-6%,?
O=C(c1ccc(Cl)cc1)N1CCCCC(Sc2nnc(-c3ccc4c(c3)OCO4)o2)C1=O (stereo unspecified),4%,-3%,i,13µM*,-22%,-15%,i,i,1.2%,2%,i
CSc1nc(N)nc(SCCS(=O)(=O)c2ccc(Cl)cc2)c1C#N,3%,-2%,i,-1%,?,5%,i,i,0.2%,38%[activator],i
COCCN(C(=O)c1cccc(OC)c1)c1nnc(-c2ccncc2)s1,-2%,1%,i,-2%,-2%,0%,i,i,-0.3%,-4%,?
O=c1[nH]c2c(s1)C(c1ccco1)C1C3CCC(C3)C1S2 (stereo unspecified),-4%,2%,i,3%,?,-6%,?,i,0.0%,8%,i
O=C(CC1(O)C(=O)N(Cc2ccccc2)c2ccccc21)c1ccncc1 (stereo unspecified),2%,0%,i,0%,-6%,-5%,i,i,0.2%[57.5 µM],-28%,i
O=C(O)C1CC=CCC1C(=O)Nc1ccc(S(=O)(=O)N2CCCc3ccccc32)cc1 (stereo unspecified),-5%,-2%,i,0%,-4%,1%,i,?,-0.8%,-9%,i
O=C(Nc1ccc(Cl)c(Cl)c1)c1ccncc1,1%,0%,·,-2%,4%,-1%,·,·,0.2%[9.22 µM],?,·
N#Cc1c(NC(=O)CSc2nnnn2C2CCCC2)sc2c1CCCC2,-3%,1%,i,3%,11%,1%,i,?,-0.8%,1%,?
O=C(CSc1ccc2nnc(-c3ccccc3)n2n1)NCc1ccco1,-5%,0%,?,1%,4%,-4%,?,i,-2.4%,-7%,i
O=C(Nc1ccccn1)c1cc(-n2cnnc2)ccc1Cl,-7%,2%,i,0%,-13%,-1%,?,i,-0.1%,-17%,?
Cc1ccc(S(=O)(=O)CC(c2ccccc2)N2CCOCC2)cc1 (stereo unspecified),0%,-3%,i,2%,-7%,-9%,i,i,-0.1%,-3%,i
Clc1cccc(-c2nn3c(-c4ccncc4)nnc3s2)c1,-1%,-2%,i,3%,-8%,-2%,i,i,-0.2%[57.5 µM],-13%,?
N#Cc1nc(Cc2cccc3ccccc23)oc1NCCCN1CCOCC1,-2%,0%,i,2%,15%,-1%,i,i,-1.6%,5%,i
Cc1ccc(NC(=O)c2cccc(OCc3c(C)noc3C)c2)c(C)c1,?,-1%,i,-2%,?,1%,i,i,0.1%,15%,?
CCCCc1noc2c1/C(=N\O)CC(c1ccccc1)C2 (stereo unspecified),2%,1%,i,-1%,-7%,-1%,i,i,0.2%[57.5 µM],6%,i
CCOC(=O)c1cc(NC(=O)c2c(C)noc2C)cc(C(=O)OCC)c1,-2%,3%,i,3%,?,-4%,i,i,-2.2%,-31%,?
CCCC1(CCC)NC(=O)N(CC(=O)Nc2cccc(OC)c2)C1=O,2%,-1%,i,1%,-8%,-3%,i,i,0.0%[57.5 µM],5%,?
N#Cc1nc(-c2ccccc2Cl)oc1N1CCCCC1,·,-2%[20.6 µM],2.4e-08M*,-1%[25.5 µM],·,·,2.8e-08M*,i,·,·,i

From PubChem BioAssay
